LEDGF integ inh: blocks HIV-1 LEDGF/p75-dependent DNA integration | TR-FRET IN-LEDGF/p75 DNA integration, Eu/Cy5 | inhibition, % at 3.7 µM | 0.64% of 370,000 active | AID 743269;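 active = inhibition above the screen-wide mean plus 3 SD, cut at about 13% in these data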;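 also: signal is the Cy5 over europium emission ratio at 671 and 618 nm; 0% = plate median of compound wells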
TDP2 inh: blocks human TDP2 phosphodiesterase activity; O95551; recombinant TDP2, T5PNP hydrolysis, p-nitrophenol absorbance 415 nm; inhibition, % at 12.8 µM; 0.34% of 370,000 active;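 active = inhibition above the mean of all tested compounds plus 3 SD, set per campaign, cut at about 25% in these data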;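 also: 0% = DMSO with enzyme and 100% = buffer with substrate but no TDP2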
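Assay system: Recombinant human TDP2 | Quantity: 120 nM TDP2 per well | Incubation: 2 h at 37 °C | Signal: Epi absorbance | Evaluation: Percent inhibition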
NR1D1 modulator: modulates human Rev-erb alpha binding to DNA; P20393; Rev-erbα–FITC-DNA binding, fluorescence polarization, 90 min; activity, % at 10 µM; 0.79% of 370,000 active;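 active = activity above about 14%, limit read from the data; passing the limit was not always enough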;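 also: 0% = DMSO wells with 35 nM protein and 100% = DMSO wells with 750 nM protein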
Target sequence (P20393 whole entry, looked up): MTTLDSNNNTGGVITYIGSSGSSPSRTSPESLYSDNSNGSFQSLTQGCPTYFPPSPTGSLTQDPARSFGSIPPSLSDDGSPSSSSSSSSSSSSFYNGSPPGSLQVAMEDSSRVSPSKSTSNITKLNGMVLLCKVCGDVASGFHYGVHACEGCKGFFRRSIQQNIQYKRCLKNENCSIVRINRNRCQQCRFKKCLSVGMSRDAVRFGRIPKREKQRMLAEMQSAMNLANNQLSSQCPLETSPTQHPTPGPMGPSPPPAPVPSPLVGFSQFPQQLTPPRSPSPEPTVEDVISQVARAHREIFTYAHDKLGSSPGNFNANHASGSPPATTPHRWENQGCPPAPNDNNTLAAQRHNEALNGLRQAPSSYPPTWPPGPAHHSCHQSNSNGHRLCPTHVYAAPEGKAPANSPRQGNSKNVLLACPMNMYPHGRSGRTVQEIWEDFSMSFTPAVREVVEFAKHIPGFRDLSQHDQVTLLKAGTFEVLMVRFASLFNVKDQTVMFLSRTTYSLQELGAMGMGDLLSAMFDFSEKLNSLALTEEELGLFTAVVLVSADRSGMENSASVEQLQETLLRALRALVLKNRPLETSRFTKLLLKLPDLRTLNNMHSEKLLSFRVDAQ
rCAG RNA binder: binds r(CAG) RNA repeats; inhibition, % at 3 µM; r(CAG) RNA repeat, TO-PRO-1 dye displacement fluorescence; 1.3% of 370,000 active;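 active = inhibition above the plate cutoff, the mean of all test compounds on that plate plus 3 SD, cut at about 35% in these data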;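 also: 0% = DMSO alone and 100% = 100 µM mitoxantrone as full dye displacement; higher means more dye released from RNA so lower well fluorescence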
PG9 binder: small molecules binding HIV-1 gp120 antibody PG9. TR-FRET gp120-PG9 antibody binding. inhibition, % at 6.7 µM. 0.43% of 360,000 active; in the data active = inhibition above about 8.5%
SIAE inh: inhibitors of human sialic acid acetylesterase SIAE; inhibition, % at 9.66 µM; Q9HAT2; SIAE FP-Rh probe binding, fluorescence polarization; 0.69% of 370,000 active;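 active = inhibition above a cutoff: mean of compounds within the control limits plus 3 SD of those, cut at about 17% in these data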;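 also: 0% = plate median of compound wells and 100% = probe without SIAE protein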
TCR CD3 inh: human TCR-CD3 binding inhibition; TAMRA-labeled TCR probe fluorescence, biochemical; inhibition, % at 9.4 µM; 0.37% of 360,000 active; in the data active = inhibition above about 19%;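 also: recombinant mutant TCR 2C K166C tagged with TAMRA read by polarization; 0% = receptor in buffer alone and 100% = receptor with positive control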
PRMT1 FP inh: blocks human protein arginine methyltransferase 1; Q99873; recombinant PRMT1, activity-based probe fluorescence polarization; inhibition, % at 2.79 µM; 1.3% of 370,000 active; AID 652257;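 active = inhibition above about 21% made by adding two undisclosed values, limit read from the data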
Target sequence (Q99873 whole entry, looked up): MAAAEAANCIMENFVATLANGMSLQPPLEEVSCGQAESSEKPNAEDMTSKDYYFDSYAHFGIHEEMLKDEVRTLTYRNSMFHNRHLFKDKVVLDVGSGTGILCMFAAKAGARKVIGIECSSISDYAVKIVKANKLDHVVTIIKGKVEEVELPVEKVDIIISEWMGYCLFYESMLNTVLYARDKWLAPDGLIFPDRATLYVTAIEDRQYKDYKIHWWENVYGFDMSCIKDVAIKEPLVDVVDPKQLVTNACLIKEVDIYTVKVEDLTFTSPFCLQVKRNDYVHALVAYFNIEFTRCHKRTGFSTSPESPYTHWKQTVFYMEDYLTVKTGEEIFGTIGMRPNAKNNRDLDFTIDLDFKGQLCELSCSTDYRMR
ABHD4 inh: ABHD4 (mouse) inhibition, primary FP screen. Q8VD66. purified mABHD4, FP-Rh probe fluorescence polarization. inhibition, % at 8.92 µM. 0.54% of 370,000 active;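 active = inhibition exceeding the mean over every tested compound plus 3 SD, cut at about 30% in these data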;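 also: 0% = plate median of compound wells and 100% = S159A mutant with DMSO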
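assay system = mABHD4 protein | compound dosing = single nominal dose of 8.92 µM, 0.89% DMSO final | read-out basis = percent inhibition of probe binding, normalized to plate controls | schedule = Enzyme–compound pre-incubation 45 min, then probe 60 min, both 25 °C | detection = fluorescence polarization, excitation 525 nm, emission 598 nm, BODIPY TMR filters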
HTRA1 inhibitor: HTRA1 (human) protease inhibition; Q92743; recombinant HTRA1, FP-rhodamine activity-based probe, fluorescence polarization; inhibition, % at 5.96 µM; 0.5% of 340,000 active; in the data active = inhibition above about 36%;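 also: 0% = enzyme with DMSO and 100% = wells lacking enzyme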
An asterisk follows results filed as active; nt = not tested or not shown. Not all compounds are listed; count on the stated rates, not on these rows.

SMILES	LEDGF integ inh	TDP2 inh	NR1D1 modulator	rCAG RNA binder	PG9 binder	SIAE inh	TCR CD3 inh	PRMT1 FP inh	ABHD4 inh	HTRA1 inhibitor
COc1ccc(N2CCN(C(=O)Cn3nnc(-c4cccs4)n3)CC2)cc1	1	-8	-3	-4	-1.5	-5	-6	1	2	2
CCN(/C=N/S(=O)(=O)c1ccc(Cl)cc1)CC	-8	1	-2	-1	-1.6	-7	-3	4	-2	1
CC(=O)N1C[C@H]2CON(C)[C@H]2C[C@H]1c1cccc(-c2cc(Cl)cc(Cl)c2)c1	0	9	-2	3	-2.2	9	1	-3	-4	-6
COc1ccc(OC)c(Nc2cc(C)nc3ccccc23)c1	0	-4	-4	1	0.3	3	6	-1	1	3
CN(CCOc1ccccc1)S(=O)(=O)c1ccccc1C#N	0	-5	3	-1	1.4	0	4	4	-2	3
CCCn1c(=O)c(C(=O)Nc2cccc(C)n2)c(O)c2ccccc21	2	-19	3	1	-2.6	8	-3	-2	-3	7
CS(=O)(=O)c1ccc2nc(NC(NC(=O)c3ccco3)(C(F)(F)F)C(F)(F)F)sc2c1	0	-9	-6	0	-2.9	4	7	-2	7	4
CC1(C)N(OCc2ccccc2)C(=O)C(=O)N(OCc2ccccc2)C1(C)C	1	-8	2	-3	-3.3	17	14	0	4	-2
CCN1CCN(CCCNC(=O)C2CCN(c3nnc(-n4c(C)ccc4C)s3)CC2)CC1	3	8	-3	4	-2.6	4	0	-1	-1	1
CCC(CO)[n+]1c(C)cc(/C=C2\Sc3ccccc3N2Cc2ccccc2)cc1C (stereo not given)	-4	-4	4	-54	-7.8	-3	3	3	3	-9
Cc1cc(N2CCN(C)CC2)nc2ccc(NC(=S)NC3CC3)cc12	-4	13	2	-5	-0.3	4	2	1	5	5
Cc1cc(=O)oc(C)c1C(=O)Nc1c(C)n(C)n(-c2ccccc2)c1=O	-2	-4	-1	1	-1.9	-1	-1	1	-4	-2
CCCC(=O)Oc1ccc(N(C(=O)CCC)S(=O)(=O)c2cccs2)cc1	4	-1	-2	1	0.5	-7	-12	6	-16	-2
CC(=O)NC(C)c1nc2ccccc2n1CC(=O)N1C(C)CCCC1C (stereo not given)	4	-17	0	-1	-2.1	-8	2	-3	-4	-5
COc1ccc(/C=N/NC(=O)c2ccc(CSc3nncn3C)cc2)cc1OC	-1	-6	2	-4	-0.5	-2	-8	5	3	0
Cc1ccc(S(=O)(=O)N2CCN(C(=O)CSc3cc(C)ccc3C)CC2)c(C)c1	-1	-4	-3	-5	0.0	-11	5	1	2	-21
CCc1ccc(/C=N/NC(=O)c2cc(C3CC3)nc3ccc(Br)cc23)s1	0	2	1	6	-0.9	-10	4	-1	-12	18
CCOC(=O)c1c(C)[nH]c(C(=O)COC(=O)c2ccc(O)cc2O)c1C	0	5	4	8	2.9	-17	0	3	-5	0
COc1ccccc1C(=O)NC(=O)COC(=O)c1nc(Cl)ccc1Cl	-1	2	-1	-4	-0.4	2	4	-4	3	6
Cc1cc(C)n(S(=O)(=O)c2ccc(C)c(C)c2C)n1	4	-4	1	-4	1.1	-4	-7	2	-7	5
COc1ccc(NC(c2ccccc2)c2ccncc2)cc1 (stereo not given)	8	10	4	-1	-4.3	16	-2	1	2	0
COc1nc(NS(=O)(=O)c2ccc(C)cc2)nc(C)c1Cl	0	0	2	7	-1.3	-3	-3	-2	-2	1
COCCN(CCOC)c1cc(C)c(C#N)c2nc3ccccc3n12	1	5	0	-6	0.3	-4	-1	4	0	4
C[C@H](CO)N1C[C@H](C)[C@@H](CN(C)S(=O)(=O)c2ccccc2F)OCc2cnnn2CCCC1=O	0	-3	-1	1	-1.5	-2	0	6	6	-2
Cc1ccc(NC(=O)CNCc2ccccc2OCC(=O)Nc2ccc(I)cc2)cc1	1	-4	4	9	nt	-2	nt	5	7	nt
Cc1ccc(-c2cc(C(=O)Nc3c(C)n(C)n(-c4ccccc4)c3=O)c3ccccc3n2)cc1	-10	-5	-1	2	0.8	-5	-3	1	2	9
CC(Oc1ccc2c(-c3ccccc3)cc(=O)oc2c1)C(=O)N1CCC[C@@H]1C(N)=O (stereo not given in full)	3	9	-2	-4	-1.1	-1	0	-2	-2	2
COc1ccc(C=O)cc1Cn1ccnc1	2	4	-4	-1	-0.7	11	13	-2	0	3
C=CCN1[C@H](CO)[C@H](c2ccc(Br)cc2)[C@@H]1C#N	3	-3	3	2	nt	-2	nt	-6	-1	nt
Cc1ccsc1C1Nc2ccc3ncccc3c2C2=C1C(=O)CCC2 (stereo not given)	-3	5	-1	7	0.4	10	3	2	5	-9
Nc1[nH]ncc1C(=O)Nc1cccc(C(F)(F)F)c1	0	2	0	1	2.8	3	-8	2	-7	-3
CN(Cc1cccnc1)C(=O)CC1C(=O)NCCN1Cc1ccc(-c2ccccc2)cc1 (stereo not given)	5	24	-1	1	0.8	3	9	-4	0	3
CCc1nnc(NC(=O)C2CCN(c3nc(C)cc(C)n3)CC2)s1	2	-4	1	-3	-1.6	3	2	-3	-5	1
C[C@H](NC(=O)C1CCN(S(=O)(=O)c2ccccc2)CC1)C(=O)NCc1ccc(Cl)c(Cl)c1	-1	-8	-4	0	-0.6	-6	4	4	-1	-3
C=C(C)COc1ccc(-c2[nH]ncc2-c2ccc(OC)cc2)c(O)c1	2	-22	6	3	-0.8	2	4	2	-4	-2
COc1ccc(OC)c(S(=O)(=O)NC(C)c2cnn(-c3ccccn3)c2C)c1 (stereo not given)	-2	8	-1	-4	-0.1	-6	0	3	3	-1
CCc1cc2c(Nc3ccc(O)cc3)nc(C)nc2s1	5	17	3	-2	-0.9	10	6	0	-3	16
CC(=O)c1cccc(N(CC(=O)Nc2cccnc2)S(C)(=O)=O)c1	-2	-1	nt	3	0.6	9	3	0	7	6
COc1ccc(C(=O)Nc2cc(OC)c(NC(=O)c3ccco3)cc2OC)cc1	2	-5	-5	6	0.5	5	4	13	13	3
C/C(=N\NC(=O)c1nn(C)cc1Br)c1cccc(NC(=O)C2CCCC2)c1	1	-5	-2	-1	-1.9	4	7	-2	4	-4
O=C(C(=O)c1ccc(O)cc1)c1ccccc1	0	1	4	3	2.3	-3	-4	-1	-5	4
Cc1ccc(S(=O)(=O)N(C)CC(=O)Nc2nnc(CC(C)C)s2)cc1	-4	-8	-1	-7	-0.9	-9	2	-1	0	-1
COc1cc(NC(=O)Cn2nnc(-c3ccccc3N)n2)cc(OC)c1	1	-20	4	11	-2.6	-8	5	-2	-19	-19
CN(C(=O)c1ccc(N2CCCCC2)c([N+](=O)[O-])c1)C1(C)CCS(=O)(=O)C1 (stereo not given)	2	-2	-6	-3	-2.8	4	3	-2	2	-1
COc1cccc(CN(C)C(=O)C2CCCN(C(=O)c3ccc(Cl)cc3)C2)c1 (stereo not given)	1	1	2	0	-0.1	6	4	-3	3	5
CC(COc1ccc(C(C)C)cc1)NC(=O)c1ccc(Br)o1 (stereo not given)	3	-1	1	-5	-4.2	5	0	0	-4	-18
N#CC(c1ccc(F)cc1)c1ccc(C(=O)c2ccccc2)cc1 (stereo not given)	-1	2	-6	4	-0.1	-2	1	1	-13	-15
Cc1nnc(N/N=C/c2ccc(Br)cc2)n1N	47*	74*	1	1	-4.0	0	5	1	2	5
COC(=O)c1ccc(-c2nc3ccc(C)cc3o2)cc1	0	-3	9	-1	2.5	8	-7	-2	4	-14
C[C@@H]1COC(=O)[C@@H](CC(=O)OC(C)(C)C)C/C=C\C[C@H](CC(=O)NCCO)C(=O)N1	3	4	-4	-6	1.3	5	3	2	4	-5
COc1ccc(OC)c(NC(=O)c2cccnc2)c1	-5	1	2	-2	-1.1	5	-5	2	5	14
Nc1c(C(=O)Nc2cccc(F)c2)nnn1-c1ccc2c(c1)OCCO2	4	-1	2	2	2.4	1	0	0	-4	0
CC(=O)Nc1ccc(OCC(O)CNC2CCCC2)cc1 (stereo not given)	-3	8	-1	0	0.3	13	-1	0	12	10
O=C(O)c1cc(-c2cccc(Cl)c2)nc2nc(N3CCCCC3)sc12	0	6	0	46*	3.2	-15	-4	1	-15	-28
CCCCOCC1CN(CCCC)S(=O)(=O)c2c(cccc2N2CCCCC2)O1 (stereo not given)	1	-4	2	2	-0.6	8	-2	0	-5	nt
CCSc1n[nH]c2nc3c(c(=O)n12)C1(CCCCC1)Cc1ccccc1-3	0	-1	0	5	0.6	-3	-4	9	-7	-3

Profiles, quoted from the list. Order of screens: LEDGF integ inh, TDP2 inh, NR1D1 modulator, rCAG RNA binder, PG9 binder, SIAE inh, TCR CD3 inh, PRMT1 FP inh, ABHD4 inh, HTRA1 inhibitor
Results for COc1cccc(CN(C)C(=O)C2CCCN(C(=O)c3ccc(Cl)cc3)C2)c1 (stereo not given) = 1, 1, 2, 0, -0.1, 6, 4, -3, 3, 5
Results for CN(C(=O)c1ccc(N2CCCCC2)c([N+](=O)[O-])c1)C1(C)CCS(=O)(=O)C1 (stereo not given) = 2, -2, -6, -3, -2.8, 4, 3, -2, 2, -1
Results for Cc1nnc(N/N=C/c2ccc(Br)cc2)n1N = 47*, 74*, 1, 1, -4.0, 0, 5, 1, 2, 5
Results for CCSc1n[nH]c2nc3c(c(=O)n12)C1(CCCCC1)Cc1ccccc1-3 = 0, -1, 0, 5, 0.6, -3, -4, 9, -7, -3
Results for Nc1c(C(=O)Nc2cccc(F)c2)nnn1-c1ccc2c(c1)OCCO2 = 4, -1, 2, 2, 2.4, 1, 0, 0, -4, 0

Ordered by heavy-atom count (smallest number first): some entries from above
SMILES	LEDGF integ inh	TDP2 inh	NR1D1 modulator	rCAG RNA binder	PG9 binder	SIAE inh	TCR CD3 inh	PRMT1 FP inh	ABHD4 inh	HTRA1 inhibitor
Cc1nnc(N/N=C/c2ccc(Br)cc2)n1N	47*	74*	1	1	-4.0	0	5	1	2	5
CC(COc1ccc(C(C)C)cc1)NC(=O)c1ccc(Br)o1 (stereo not given)	3	-1	1	-5	-4.2	5	0	0	-4	-18
N#CC(c1ccc(F)cc1)c1ccc(C(=O)c2ccccc2)cc1 (stereo not given)	-1	2	-6	4	-0.1	-2	1	1	-13	-15
CCSc1n[nH]c2nc3c(c(=O)n12)C1(CCCCC1)Cc1ccccc1-3	0	-1	0	5	0.6	-3	-4	9	-7	-3

Source: PubChem (several laboratories)
